# Screening results: PubChem, Fisher Drug Discovery Resource Center
# mcGAS RapidFire = mouse cGAS inhibition by mass spec | Q8C6L5 | AID 1259397 | inhibition, % at 12.5 µM | actives 0.18% (n = 130,000) | recombinant mouse cGAS, cGAMP by RapidFire MS;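 active means inhibition of cGAS enzyme activity at or above 60%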;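 further: enzyme stimulated by 45 bp dsDNA with ATP and GTP substrates; cGAMP share of summed cGAMP plus half ATP and half GTP signals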
# Target sequence (Q8C6L5 whole entry, looked up): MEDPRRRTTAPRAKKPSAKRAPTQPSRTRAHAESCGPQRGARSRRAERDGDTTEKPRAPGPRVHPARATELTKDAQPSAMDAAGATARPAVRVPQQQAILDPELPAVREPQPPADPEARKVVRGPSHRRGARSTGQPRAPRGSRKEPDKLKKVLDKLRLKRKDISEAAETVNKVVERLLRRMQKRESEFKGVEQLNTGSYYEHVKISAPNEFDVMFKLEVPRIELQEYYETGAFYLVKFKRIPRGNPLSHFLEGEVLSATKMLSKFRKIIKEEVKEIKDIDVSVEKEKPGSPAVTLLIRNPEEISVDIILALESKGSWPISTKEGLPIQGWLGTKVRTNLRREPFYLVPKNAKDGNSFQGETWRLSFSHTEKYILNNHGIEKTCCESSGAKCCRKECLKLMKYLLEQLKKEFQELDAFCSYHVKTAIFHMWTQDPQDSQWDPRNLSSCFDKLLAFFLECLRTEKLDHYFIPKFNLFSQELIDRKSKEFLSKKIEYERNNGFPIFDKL
# * hit, by the source's call; & = joins results of further samples. Only part of the results is shown; rates above refer to the full screens.
SMILES,mcGAS RapidFire
C#CCN1CCC[C@H]1C(=O)Nc1ccc2nc(-c3ccccn3)[nH]c2c1,-1
Cc1cc(OC(=O)c2cc(Cl)ccc2Cl)c([N+](=O)[O-])c(=O)[nH]1,-8
CC(c1nc2ccccc2s1)N(C)C(=O)NCC1CCOC1 (stereo unspecified),1
O=S1(=O)CC2N=C(Nc3ccc(F)c(F)c3)SC2C1 (stereo unspecified),13
O[C@@H]1CN(c2ncnc3[nH]ccc23)CC[C@H]1N1CCN(c2ccccc2F)CC1,-2
CCc1cccc(C)c1NC(=O)c1cccc(C)n1,-1
CN(C)P(=NC(=S)Nc1ccc(SC(F)F)cc1)(c1ccncc1)N(C)C,-6
CC1(C)OC2OC(C(=O)Oc3ccc(Br)cc3)C3OC(C)(C)OC3C2O1 (stereo unspecified),2
CCC(=O)OC1CC2CN(C(=O)c3ccccc3)CC(C1)C21SCCS1 (stereo unspecified),-4
CC1=C(Sc2nc3ccc(Cl)cc3[nH]2)C(=O)NC2C=CC=CC12 (stereo unspecified),-13
COC(=O)c1cnn(-c2cc(OC)ncn2)c1N,-11
CCc1c(C)nn(Cc2nc(CC3CCN(C)CC3)no2)c1C,-13
O=c1[nH]c(SCc2ccccn2)nc2c1cnn2Cc1ccccc1,-2
CSCC(=O)N1CCc2ccc(NC(=O)c3ccccc3Cl)cc2C1,-1
CN(CC1CCC1)C1CCS(=O)(=O)CC1,-40
COc1cccc(NC(=O)CCC2CCN(C(=O)[C@H]3C[C@@H]4C=C[C@H]3C4)CC2)c1,-8&3
CCOc1ccc2c(c1)CN(C(=O)NCc1ccccn1)CC2,-10
Cc1ccccc1OC1CN(C(=O)CCC2=NNC(=O)CC2)C1,-33
CC1CCCN(S(=O)(=O)c2ccc(NC3CC(C)(C)NC(C)(C)C3)c([N+](=O)[O-])c2)C1 (stereo unspecified),-5
Cn1c(=O)c2c(nc(CN3CCCCC3)n2Cc2c(F)cccc2Cl)n(C)c1=O,-12
CC1CC(=O)NN=C1c1cc(-n2ccnc2)cs1 (stereo unspecified),5
Cc1nc(COC(=O)C2CSCN2C(=O)OC(C)(C)C)no1 (stereo unspecified),-3
c1ccc(Nc2c(-c3ccco3)nc3ccccn23)cc1,8
O=S(=O)(Nc1ccc(N2CCOCC2)cc1)c1cc(Cl)ccc1Cl,-3
Cc1ccc(CN2CCC(C(=O)Nc3cccc(-c4ccn[nH]4)c3)CC2)o1,-2
Cc1cc(C)c(-c2ccc(=O)n(Cc3ccccc3)n2)cc1C,-8
CC(C)C(=O)NNS(=O)(=O)c1ccc(Cl)cc1,-4
COc1cc2ncn(CC(O)c3ccccc3)c(=O)c2cc1OC (stereo unspecified),0
O=C1CSC(c2cccnc2)N1C1CCCCC1 (stereo unspecified),-12
CCNC(=S)Nc1ccc2cn[nH]c2c1,-24
CC(C)(C)C(=O)NS(=O)(=O)c1ccsc1,6
CC(=O)N1CCc2cc(NC(C(=O)N3CCCC3)c3ccccc3)ccc21 (stereo unspecified),-9
O=C(CN1C(=O)c2ccccc2CS1(=O)=O)Nc1ccccc1F,-5
CCSc1nnc(SCC(=O)Nc2ccc([N+](=O)[O-])cc2)s1,0
NC(=O)c1cc(NC(=O)c2ccc(Cl)nc2)cc(C(N)=O)c1,8
Cc1ccc2oc(C(=O)NCC3(N4CCOCC4)CCSC3)cc2c1 (stereo unspecified),-11
CC(C)(C)OC(=O)N1C2CCC1CN(C(=O)c1ccsc1)CC2 (stereo unspecified),-28
CCn1c(CC2CCNCC2)nn(Cc2nc(COC)no2)c1=O,-16
CC1ON=C(Cc2ccccc2)N(Cc2ccccc2F)C1=O (stereo unspecified),6
N#CCn1nnc2ccccc21,-4
Cc1ccc(S(=O)(=O)Nc2nc(N3C(=O)c4ccccc4C3=O)n(-c3ccccc3)n2)cc1,-13
CN(Cc1ccc(F)cc1F)C(=O)NCc1cccc(C(F)(F)F)c1,-7
Cc1nc(-c2cccc(NCc3cc(=O)n4cc(Br)ccc4n3)c2)cs1,8
Cc1ccc(N)c(OCc2ccccc2)c1,-4
COc1ccc(NC(=O)c2ccc(-c3cccc(NC(C)=O)c3)o2)cc1,-3
Cc1[nH]n(-c2ccccc2)c(=O)c1N=Nc1cccc([N+](=O)[O-])c1,-5
C=CCOn1c(=O)c(-c2ccc(OCC)cc2)[n+]([O-])c2ccccc21,-3
Cc1nc2ccccn2c(=O)c1NC(=O)COc1ccc2ccccc2c1,16
CCOCC(=O)NCC1CN(c2ccc3c(c2)OCO3)C(=O)O1 (stereo unspecified),-18
c1ccc(C(c2ccccc2)c2n[nH]c3c2CN(CCCn2ccnc2)CC3)cc1,-7

# Further results follow:
SMILES,mcGAS RapidFire
CN(Cc1nc2ccc(Cl)cc2[nH]1)Cc1cn(C)nc1-c1ccc2c(c1)OCCO2,-9
Cc1ccccc1-c1ccc(=O)n(CC(=O)N2CCOCC2)n1,-6
Cc1c(C)n2c3c(=O)n(Cc4cccc(Cl)c4)c(=O)n(C)c3nc2n1CCN1CCOCC1,-3
CCN(C)c1nc2ccccc2c2nnc(C)n12,0
Cc1ccccc1CNCc1cccc(NC(=O)CCN2CCOCC2)c1,14
Cc1nc(C(=O)NC(C)C2CC3CCC2C3)nn1-c1ccc(F)cc1 (stereo unspecified),-5
O=C(Nc1cccc2cccnc12)N1CCCC1C1CCCC1 (stereo unspecified),-17
O=C(NC1CCC2(CC1)OCCO2)c1ccccc1Oc1cccnc1,-14
CSc1nc(Oc2ccc(C)c(C)c2)cc(-n2nc(C)c(C(N)=O)c2N)n1,-14
c1c[nH]c(CN2CCN(CCn3cncn3)CC2)n1,-9
O=[N+]([O-])c1cccnc1NCc1nnc2c(Cl)cc(C(F)(F)F)cn12,-3
CCN1CCC(NS(=O)(=O)c2ccc(C)cc2)CC1,-10
Cc1ccc(SCC(O)COC(C)C)c(C)c1 (stereo unspecified),-3
NCC1Cc2cc(-c3cc(C(F)(F)F)cc4[nH]cnc34)cc(Cl)c2O1 (stereo unspecified),-13
COc1cn2c(cc1=O)C(=O)N(CCNC(=O)c1cccc3ccccc13)CC2,-1
Cc1cc(C)cc(C(=O)N2CCCC(C(=O)Nc3n[nH]c(C(F)(F)F)n3)C2)c1 (stereo unspecified),-6
CN(CCc1ccccc1)C1(C(=O)NC2CCNCC2)Cc2ccccc2C1,-15
O=C(O)c1cc(-c2ccccc2)nn1-c1ccc(Cl)cc1,-1
CC1(c2ccc(OC(F)(F)F)cc2)NC(=O)NC1=O (stereo unspecified),-18
CC(=O)N1CCN(C(=O)C(=O)NCC(c2ccc(N(C)C)cc2)N2CCc3ccccc32)CC1 (stereo unspecified),2
COc1cccc(OCC(=O)Nn2cnc3c(cnn3C(C)(C)C)c2=O)c1,-5
O=C(CCC1CCCN(Cc2cnc(N3CCOCC3)s2)C1)Nc1ccccc1F (stereo unspecified),-11
COCCCNc1nc2nonc2nc1NC1(c2ccccc2)CC1,-3
CC(C)(C)OC(=O)CCNCc1ccc2n1CCCN=C2c1ccc(Cl)c(Cl)c1,-5
Cc1cccc(Nc2ccc(NCCNC(=O)Nc3ccccc3)nn2)n1,-5
C#CCNC(=O)CN(CC)C1C2CC3CC(C2)CC1C3 (stereo unspecified),-4
Cn1cc(NC(=O)Nc2cccc3c2CCN(S(C)(=O)=O)C3)cn1,9
Cc1[nH]ccc1C(=O)NC1(CNC(=O)OC(C)(C)C)CCCC1,-6
CC12CCCC(=O)C1C(c1ccccc1)NC2c1ccccc1 (stereo unspecified),-13
COc1ccc(C2CN(C(=O)NC(C)C)CC2C(=O)NCc2cccnc2)c(OC)c1 (stereo unspecified),-13
CCOC(=O)C1=C(C)NC2=C(C(=O)CCC2)C1c1ccc(OCc2ccccc2)c(OC)c1 (stereo unspecified),-6
CN(C(=S)NC1CCCCC1)c1ccc(O)cc1,-10
Cc1ccc2nc(C)c(C(=O)N3CC(n4cccn4)C3)cc2c1,-17
S=c1[nH]nc(-c2snnc2-c2ccccc2)n1-c1cc(Cl)cc(Cl)c1,4
COc1ccc(CC(=O)Nc2nnc(-c3ccc(S(=O)(=O)N(C)C)cc3)o2)cc1C,-4
CC(C)CCn1c(N2CCCC(C)C2)nc2c1c(=O)[nH]c(=O)n2C (stereo unspecified),-1
CC(C#N)Sc1nnc(-c2ccc(Cl)cc2Cl)n1C(C)C (stereo unspecified),4
O=c1c2c(nc(SCc3ccc(Cl)cc3)n1-c1ccccc1)CCS2,-6
CC(C)c1ccc2[nH]c(O)c(N=NC(=O)OC(C)(C)C)c2c1,-4
CCCNC(=O)C1(C)CCN(Cc2noc(-c3ccccc3OC)n2)C1 (stereo unspecified),-5
COc1ccc(NC2CCCN(C(=O)c3cn(CCCN)nn3)C2)cc1 (stereo unspecified),-6
COc1cc(-c2ccc(SCC(=O)c3ccc(C)cc3)nn2)cc(OC)c1OC,-10
O=C(c1ccc2oc(CCCc3ccccc3)nc2c1)N1CCN(c2ncccn2)CC1,2
Cc1ccoc1C(=O)N1CCN(CCn2cncn2)CC1,-19
Cc1cc(=O)[nH]c(-n2nc(-c3cccs3)cc2NC(=O)/C=C\c2ccccc2)n1,-2
CN1CCCC(NC(=O)c2ccc3noc(-c4ccccc4)c3c2)C1 (stereo unspecified),6
Cc1cc(-n2c(=O)[nH]c(=O)n(C)c2=O)ccc1Oc1ccc(SC(F)(F)F)cc1,-7
COc1ccccc1C(O)CNC(=O)Nc1ccc(C(F)(F)F)cc1 (stereo unspecified),6
O=C1C2C3C=CC(C3)C2C(=O)N1C1CCS(=O)(=O)C1 (stereo unspecified),-10
Cc1cc(C(=O)CN2CCC(C(=O)Nc3ccc4c(c3)OCO4)CC2)c(C)n1CC1CCCO1 (stereo unspecified),-6

# (listing goes on)
SMILES,mcGAS RapidFire
CC(=O)CSc1n[nH]c(CN2c3ccccc3Sc3ccccc32)n1,-8
Cc1nc2ncc3c(=O)n(-c4ccc5c(c4)OCO5)ccc3n2n1,-7
COc1ccc(CN2CCN(CC=C(C)C)CC2)cc1,-11
N#Cc1ncn(Cc2cc3c(cc2Br)OCCO3)n1,-17
CCC1CN(Cc2cnn(C)c2C2CC2)CCN1C(C)C (stereo unspecified),-42
CCN(CCC#N)Cn1nc(-c2ccccc2)n(C)c1=S,3
O=C(CSc1ncc(-c2ccccc2)n1C1CC1)NC1CCCC1,-11
COc1c(C)cnc(CSc2nnc(NC3CC3)s2)c1C,-7
OC(Cn1cnc(-c2ccccc2)c1-c1ccc(-c2ccn[nH]2)o1)c1cccnc1 (stereo unspecified),-13
COc1ccc(NC(=S)N=Nc2c(O)[nH]c3ccc(F)cc23)cc1OC,-5
Cc1nn(C(=O)c2cccnc2)c(C)c1Sc1ccccc1,3
COC(=O)CCCC(=O)NC1CCCN(c2ccc(C(F)(F)F)cn2)C1 (stereo unspecified),-5
O=c1c2ccccc2ncn1CCCCSc1ccccc1,-9
Cc1ccnc(NC(=O)c2sccc2S(=O)(=O)N2CCCC2)c1,0
CCCCn1nc(C)c(C2Nc3ccccc3C(=O)N2C2CC2)c1Cl (stereo unspecified),-2
Cc1ccccc1CCC1CCCN(C(=O)c2[nH]ncc2Cl)C1 (stereo unspecified),3
O=C1C(=Cc2ccco2)SC(=S)N1N=Cc1ccco1,15
Cc1cc(=O)[nH]c(-n2nc(C)c(CCC(=O)Nc3ccc(C(C)C)cc3)c2C)n1,-5
CC1CC2C3CCC4=CC(=O)C=CC4(C)[C@@]3(Cl)C(O)CC2(C)C1(O)C(=O)CO (stereo partly specified),-6
CCOC(=O)c1cccnc1-c1ccc(S(C)(=O)=O)cc1,-25
Cc1cc2[nH][nH]c(=O)c2c(C)n1,-7
CCOc1ncccc1C(=O)N1CCCSC1=Nc1ccccc1OC,-3
O=C(c1cc(Cc2ccccc2)ccc1O)N1CCN(C(=O)N2CCCCC2)CC1,-21
C[C@]12CCC(=O)C=C1[C@@H]1C[C@@H]1C1C2CC[C@@]2(C)C1[C@@H]1C[C@@H]1[C@@]21CCC(=O)O1 (stereo partly specified),-9
Cc1ccc(NC(=O)c2ccoc2)cc1S(=O)(=O)N1CCCCCC1,-13
CCCn1c(N)c(CC)c(=O)[nH]c1=O,-7
CCN(C(=O)c1ccc(=O)n(Cc2ccc(F)cc2)n1)c1ccccc1,-4
O=C(NC(CN1CCCC1)c1ccccc1)c1c(O)cc(F)cc1F (stereo unspecified),-4
CCN(CC)C(=O)N1CCC2(CC1)CN(Cc1ccccc1F)CCN2C,-16
